TrxR1 substrate – is turned over as a substrate by rat TrxR1 | O89049 | purified TrxR1 substrate turnover, NADPH consumption readout | Potency, µM (series often up to 114 µM), inactives show at the top dose activity change, negative = substrate turnover | actives 0.01% (n = 390,000) | AID 588456; note: potency is the fitted concentration of half-maximal effect; % is set by controls: 0 for no effect and ±100 for the full control effect; nearly all actives have a fitted effect of over 50% in size
Target sequence (O89049 whole entry, looked up): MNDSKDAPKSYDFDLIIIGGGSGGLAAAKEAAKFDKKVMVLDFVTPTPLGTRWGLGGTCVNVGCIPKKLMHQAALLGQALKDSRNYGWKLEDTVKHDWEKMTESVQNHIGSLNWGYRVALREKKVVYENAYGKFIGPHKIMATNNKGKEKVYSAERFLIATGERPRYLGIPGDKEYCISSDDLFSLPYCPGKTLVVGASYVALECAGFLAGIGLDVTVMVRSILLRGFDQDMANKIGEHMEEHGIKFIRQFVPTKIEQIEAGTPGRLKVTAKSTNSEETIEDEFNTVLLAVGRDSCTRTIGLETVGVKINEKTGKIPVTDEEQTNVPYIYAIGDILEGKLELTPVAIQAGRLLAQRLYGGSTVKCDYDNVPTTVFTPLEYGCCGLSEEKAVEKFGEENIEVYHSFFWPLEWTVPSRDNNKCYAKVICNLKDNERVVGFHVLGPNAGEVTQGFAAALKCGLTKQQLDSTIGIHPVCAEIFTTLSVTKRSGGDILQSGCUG
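Rat TrxR1, dispensed at 90 nM, was prereduced with 400 uM NADPH (final) for 5 min at ~22 deg C, then incubated with compound 15 min before 400 uM selenite. A first-read NADPH fluorescence drop versus no-compound background flagged substrates.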
TRHR ag – activates the human TRH receptor. AID 493084. activation, % at 2 µM. TRHR cells, calcium flux fluo-8, FDSS agonist mode. actives 0.18% (n = 360,000). P34981; in the data active = activation above about 30%; note: 0% is about no effect
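Steps: seed TRHR cells overnight; add fluo-8 no-wash Ca dye, RT 30 min–1.5 h; record 10 s baseline; pin-transfer compounds; monitor fluorescence 1 cycle/s for the agonist window. Calcium increases flag candidate agonists.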
D2 antagonist – antagonizes the human D2 dopamine receptor | P14416 | HEK293 TREx D2 cells, calcium flux, dopamine EC80 | inhibition, % at 10 µM | actives 2% (n = 340,000) | AID 485344; in the data active = inhibition above about 30%; note: 0% is about no effect
Target sequence (P14416 whole entry, looked up): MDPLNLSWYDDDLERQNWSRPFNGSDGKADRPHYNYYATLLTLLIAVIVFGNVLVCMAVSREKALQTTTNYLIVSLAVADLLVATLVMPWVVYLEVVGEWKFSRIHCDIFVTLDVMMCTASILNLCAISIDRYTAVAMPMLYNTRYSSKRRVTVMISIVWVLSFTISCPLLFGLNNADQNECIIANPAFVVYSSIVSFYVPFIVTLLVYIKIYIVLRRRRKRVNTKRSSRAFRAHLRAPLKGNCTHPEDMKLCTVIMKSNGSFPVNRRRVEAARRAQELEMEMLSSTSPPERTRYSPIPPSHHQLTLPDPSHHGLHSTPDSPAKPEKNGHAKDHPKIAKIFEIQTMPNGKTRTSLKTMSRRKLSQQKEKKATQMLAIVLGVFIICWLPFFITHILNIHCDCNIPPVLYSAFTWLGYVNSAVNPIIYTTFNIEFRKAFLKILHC
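Antagonism is scored as inhibition of an EC80 dopamine-evoked calcium signal in a force-coupled, tetracycline-inducible HEK293 T-REx D2 line, with compound present 180 s before agonist.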
IDH1 R132H inh – blocks human mutant IDH1 R132H enzyme; O75874; IDH1-R132H enzyme, NADPH consumption, diaphorase/resazurin fluorescence; Potency, µM (titrated, usually from 76.6 µM), for the others: at the top dose activity change, negative = inhibition, hits mostly inhibitors; actives 0.093% (n = 390,000); AID 602179; note: potency is the fitted concentration of half-maximal effect; % is set by controls: 0 for no effect and ±100 for the full control effect; nearly all actives have a fitted effect of over 65% in size
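IDH1-R132H (0.5 ug/mL) preincubated 30 min with compound, then NADPH (0.016 mM) and alpha-KG (2 mM) added; 80 min at RT, pH 7.5. Remaining NADPH coupled via diaphorase/resazurin to fluorescence (540/590 nm); concentration-response curves normalized to no-enzyme control.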
Pin1 inhibitor – inhibitors of human Pin1 | Pin1 FP peptide displacement, HiFluor488, 10 min | Potency, µM (top dose mostly 115 µM), for the others: at the top dose activity, negative = inhibition, most hits filed as inhibitors | actives 0.009% (n = 390,000) | AID 504891; active = well fitted inhibition curve with a large enough effect in the polarisation, with a control signal flat, not every such curve was filed as active; inconclusive = small, poorly fitted or top-dose-only effect, or effect the other way, or a change in a side signal; inactive = no such curve, though single readings can be large or run the other way; the % refers to the polarisation; note: potency is the fitted concentration of half-maximal effect; % is set by controls: 0 for no effect and ±100 for the full control effect
D2 ag – activates the human D2 dopamine receptor. activation, % at 2 µM. actives 0.53% (n = 340,000). HEK293 T-REx D2 cells, calcium flux agonist mode;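 active = activation over 3 SD above normal in the single-dose calcium agonist read, cut at about 30% in these data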; note: 0% is about no effect
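HEK293 Trex D2 cells, tetracycline-induced, o/n 30 C 5% CO2; no-wash Ca dye, RT 30–90 min; 10-cycle baseline, 23 nl cpd added, kinetic Ca read 180 s; agonist hits = positive Ca response.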
rTrxR1 inhibitor – blocks rat thioredoxin reductase 1. AID 588453. recombinant rTrxR1, NADPH fluorescence consumption, selenite substrate. Potency, µM (series often up to 114 µM), inactives show at the highest dose activity change, negative = inhibition, most hits filed as inhibitors. O89049. actives 1% (n = 390,000); note: potency is the fitted concentration of half-maximal effect; % is set by controls: 0 for no effect and ±100 for the full control effect; nearly all actives have a fitted effect of over 65% in size
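Rat TrxR1 (90 nM in the dispensed reagent) was pre-reduced with 400 uM NADPH for 5 min at room temperature, then incubated with compound for 15 min. After 400 uM selenite was added, NADPH fluorescence (Ex 340/Em 450 nm) was followed for 8 min.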
USP1-UAF1 inh – inhibitors of human USP1/UAF1 deubiquitinase; Potency, µM (top dose mostly 57.1 µM), for inactives: at the highest dose activity change, negative = inhibition, usual class: inhibitors; actives 0.23% (n = 390,000); recombinant USP1/UAF1, Ub-Rhodamine cleavage fluorescence; AID 743255; note: potency is the fitted concentration of half-maximal effect; % is set by controls: 0 for no effect and ±100 for the full control effect; nearly all actives have a fitted effect of over 60% in size; inactives centre near -12
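Step one: compound is pinned into 1nM USP1/UAF1 in HEPES pH 7.8 buffer with TCEP. Step two: 15 min room-temperature incubation. Step three: Ub-Rho (150nM final) starts cleavage, tracked by fluorescence over six one-minute reads.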
TRHR enhancer – allosterically enhances the human TRH receptor | TRHR cells, fluo-8 calcium fluorescence, EC20 TRH enhancement | enhancement, % at 2 µM | P34981 | AID 493056 | actives 0.66% (n = 360,000); in the data active = enhancement above about 30%; note: 0% is about no effect
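TRHR-expressing cells loaded with fluo-8 calcium dye were read kinetically (ex 480/em 530) during compound addition, then stimulated with an EC20 of TRH (10 nM final). Enhancement of the Gq-mediated intracellular calcium response was scored.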
* hit, by the source's call; ? = inconclusive; . = no result given; & = joins results of further samples; [ ] = dose if it differs, or a comment. Unless noted, calls come from the whole dose curve; as a rule, active = well fitted inhibition curve with a large enough effect; inconclusive = small, poorly fitted or top-dose-only effect; inactive = no such curve, though single readings can be large or run the other way. Only part of the results is shown (hit frequency here may not be typical).

Fields – TrxR1 substrate	TRHR ag	D2 antagonist	IDH1 R132H inh	Pin1 inhibitor	D2 ag	rTrxR1 inhibitor	USP1-UAF1 inh	TRHR enhancer
CC(C)C(NC(=O)c1ccco1)C(=O)OCc1cc([N+](=O)[O-])cc2c1OCOC2 (centres undefined)
    -17.8%	-1.3	3.1	3.1%	-15.4%	-1.7	-122.1%	-13.1%	1.8
CNS(=O)(=O)c1cn(CC(=O)N2CCN(c3ccc(Cl)cc3)CC2)cc1S(=O)(=O)NC
    3.1%	-0.5	.	15.7%	-1.8%	-1.4	25.8%	-11.9%	1.1
COc1ccc(Cn2c(C(=O)O)c(CNC3CCCC3)c3ccc(OC)cc32)cc1
    -11.8%	0.9	.	0.2%	2.3%	.	-16.7%	-0.6%	-4.2
COc1cc(NC(=O)c2cccs2)ccc1NC(=O)c1ccccc1Cl
    6.7%[57.1 µM]	-0.1	-18.1	1.5%	-6.1%	0.2	10.2%[57.1 µM]	-14.0%	-11.8
Oc1ccc(-c2n[nH]c(C(F)(F)F)c2-c2ccccc2)c(O)c1
    0.0%[57.1 µM]	0.3	-2.6	6.9%	-12.3%	0.5	21.3%[57.1 µM]	-0.1%	-6.0
O=[N+]([O-])c1ccc(Oc2ccc(/C=N/O)cc2)nc1
    0.7%	0.2	-16.0	8.4%	-10.0%	0.4	9.1%	2.7%	3.9
Cc1ccc2nc3c(cc(C(=O)NCc4ccco4)c(=N)n3Cc3ccco3)c(=O)n2c1
    11.2%	0.9	-7.1	9.3%	104.9%[activator]	0.1	12.0%	-16.2%	2.0
CN(C)CCCNc1nc(-c2ccccc2)c2c(c1C#N)CC(C)(C)OC2
    42.4%[activator]	0.9	.	-10.5%	-9.2%	.	-9.3%	-29.0%	0.0
NS(=O)(=O)c1ccc(NC(=O)COC(=O)c2ccc(S(=O)(=O)N3CCOCC3)cc2)cc1
    9.1%[57.1 µM]	.	.	-0.6%	15.6%	.	9.9%[57.1 µM]	-20.3%	.
O=C(NCc1ccc2c(c1)OCO2)c1ccc(Cl)s1
    1.6%[57.1 µM]	-3.2	0.9	0.3%	0.1%	-0.1	5.8%[57.1 µM]	-27.6%	3.1
COc1cc(C2CC(=O)Nc3c2c(=O)nc2c(C)cccn32)cc(OC)c1OC (centres undefined)
    -10.7%	-0.2&0.0	-8.4	15.9%&0.1%	-2.4%&6.9%	-0.2&-0.2	-24.2%	-9.6%&-16.2%	-3.7&15.6
CC(=O)c1ccc(N2CCN(C(=O)[C@H](C)NC(=O)c3ccccc3Cl)CC2)cc1
    -8.3%	0.4	-11.8	-0.1%	-0.3%	-0.1	-5.2%	-23.0%	6.8
COc1ccc(-c2onc(C)c2-c2ccc3c(c2)OCCO3)c(O)c1
    -2.7%	1.9	2.6	-9.9%	-15.1%	0.8	14.0%	-19.9%	-3.1
Cc1cc(C(=O)N2CCN(C(c3ccccc3)c3ccccc3)CC2)no1
    -2.8%	0.8	-0.7	6.8%	1.6%	-1.5	-3.4%	-7.3%	-1.3
O=C(Nc1ccc(O)c(C(=O)O)c1)c1cccc(NC(=O)c2ccco2)c1
    0.0%	-0.2	-2.3	-2.2%	-9.9%	0.2	10.7%	-18.3%	-4.6
CCc1ccc(NC(=O)C(=O)NCCOc2ccccc2Cl)cc1
    2.1%[57.1 µM]	0.3	-6.9	0.1%	-4.2%	0.4	35.0%[57.1 µM]	-3.9%	-4.8
COC(=O)c1ccc(CNC(=O)CCC(=O)N2CCOCC2)cc1
    8.7%	.	.	-0.2%	0.3%	.	28.3%	-5.6%	.
COc1cccc(CNc2ncnc3onc(-c4ccc(F)cc4)c23)c1
    -3.8%	-0.5	.	-13.2%	0.8%	-0.6	2.5%	-13.1%	-16.3
CCOc1ccc(N2CC(C(=O)Nc3ccc(F)cc3F)CC2=O)cc1 (centres undefined)
    -3.6%	-3.2	1.7	3.0%	0.3%	0.2	-0.8%	-7.0%	-0.9
O=C(NC1CC(=O)N(c2ccc(Cl)cc2)C1)c1cccs1 (centres undefined)
    -2.2%[57.1 µM]	0.6	.	26.1%	2.0%	-2.8	16.0%[57.1 µM]	-26.6%	-1.8
CCOC(=O)C1CCN(C(=O)CN(Cc2ccc(Cl)cc2)S(C)(=O)=O)CC1
    6.3%[57.1 µM]	0.0	.	-1.0%	-0.8%	.	0.1%[57.1 µM]	3.9%	0.4
Cc1nc2ccccc2c2oc(C(=O)N3CCN(C4CCCCC4)CC3)cc12
    -7.4%[57.1 µM]	-0.3	-12.2	11.4%	3.1%	-0.6	7.6%[57.1 µM]	-16.4%	-0.8
CCOc1ccc(/C=N/NC(=O)c2cc3c(OC)cccc3[nH]2)cc1
    34.4%[activator]	0.1	.	-5.4%	-13.3%	.	13.8%	-16.1%	1.5
COc1cc([N+](=O)[O-])ccc1NC(=O)CSc1ccccn1
    .	-0.4	2.5	.	.	0.0	.	.	-3.0
CC(C)N1C(=O)/C(=C/c2nc3ccccc3c(=O)n2-c2ccccc2)c2ccccc21
    -5.7%	-0.2	-22.2	?	-2.3%	0.2	-7.3%	-17.2%	15.0
CN(C)N(Cc1ccccc1)C(=O)C(O)(c1ccccc1)c1ccccc1
    -2.2%	0.0	-10.8	-4.7%	0.5%	-0.5	33.2%[2.29 µM]	-10.7%	-4.9
COc1ccc2c(c1)CC(C(=O)Nc1cccc(C)c1C)CO2 (centres undefined)
    -1.9%[57.1 µM]	-0.5	.	2.3%	-0.2%	-1.5	6.1%[57.1 µM]	5.6%	2.2
Cn1c2c(c(=O)n(C)c1=O)C(c1cc(Br)ccc1F)CC(=O)N2 (centres undefined)
    -1.4%	0.4	.	-16.3%	-1.5%	0.0	6.9%	-4.8%	-6.6
O=C(CSC(=S)N1CCOCC1)Nc1nc(=O)c2ccccc2s1
    .	-0.4	-4.6	.	.	-0.1	.	.	1.5
CCCCCn1c(=O)[nH]c2cc(C(=O)N3CCN(c4ccccc4F)CC3)ccc2c1=O
    4.1%&-6.9%	1.1&0.0	-5.3	0.0%&-4.2%	-0.6%&6.0%	2.0&-0.1	31.2%&11.4%	?	0.3&-0.1
Cc1ccc(N2CCN(c3ccc(C)cc3)C2c2ccccn2)cc1
    0.9%	0.9	-7.5	2.3%	-1.1%	0.4	15.2%	-16.0%	-3.0
CC(C)c1ccc(S(=O)(=O)N2CCN(C(C)C(=O)NC3CCCC3)CC2)cc1 (centres undefined)
    -0.4%	-0.5	-16.2	0.7%	-4.7%	0.2	21.0%	-7.6%	9.3
O=C(NCc1ccccc1)c1ccc2nc(CCc3ccccc3)oc2c1
    -3.8%[57.1 µM]	0.1	.	-8.4%	-7.6%	0.8	14.5%[57.1 µM]	-11.9%	4.6
COc1ccc(NC(=S)NCCSc2ccc(Cl)cc2)c(OC)c1
    -22.9%[11.4 µM]	-0.2	-7.8	2.7%	7.1%	-0.1	5.9%[11.4 µM]	-15.2%	-13.1
CN1CCN(S(=O)(=O)c2ccc(Cc3ccc(S(=O)(=O)N4CCN(C)CC4)cc3)cc2)CC1
    18.8%[57.1 µM]	0.4	-8.8	6.9%	-16.2%	-0.9	29.5%[57.1 µM]	-4.8%	1.1
COc1ccc(NC(=O)C2CCCN2S(=O)(=O)c2ccc3c(c2)CC(C)N3C(C)=O)cc1OC (centres undefined)
    3.6%	0.5	-8.9	3.7%	0.9%	0.4	9.9%	-10.0%	21.8
O=C(CN1C(=O)COc2ccccc21)N1CCc2ccccc2C1
    -15.4%	-0.2	20.5	-0.4%	1.9%	0.5	20.6%[57.1 µM]	3.5%	-2.6
CC(Sc1nc(-c2ccc(F)cc2)cs1)C(=O)N1c2ccccc2CC1C (centres undefined)
    9.5%[57.1 µM]	0.4	-6.8	8.5%	48.8%[activator]	-0.3	16.0%[57.1 µM]	-16.9%	-5.8
CCOc1cc(NC(=S)NCCCN2CCOCC2)c(OCC)cc1NC(=O)c1ccco1
    -3.4%	-1.1	13.7	4.7%	-8.3%	0.3	?	0.7%	-3.9
N#Cc1cc2c(nc1SCc1cccnc1)CCCC2
    -2.7%	-1.2	21.6	8.8%	4.8%	-0.4	-9.4%	-5.1%	-0.4
COc1cc(-c2cc3n(C)c(C)c(CCC(=O)Nc4ccc(F)cc4)c(=O)n3n2)cc(OC)c1OC
    10.4%[57.1 µM]	0.4	.	-10.7%	-18.6%	-0.8	41.7%[activator][57.1 µM]	-7.7%	-5.2
O=C(CNC(=O)c1ccccc1)NCC(=O)OCc1ccc(Cl)cc1
    -6.8%	-1.0	-2.9	0.5%	?	0.2	-8.5%	-16.7%	-0.4
O=C(COC(=O)c1c(Cl)ccc(Cl)c1Cl)NCC1CCCO1 (centres undefined)
    -7.6%	.	.	-1.2%	-2.8%	.	5.9%	-0.9%	.
Cc1ccc(NC(=O)CN2C(=O)N/C(=C/c3cc(C)n(-c4ccc(C(=O)O)cc4)c3C)C2=O)cc1
    6.5%[57.1 µM]	0.3	-18.8	-0.2%	?	0.6	-49.1%	-16.2%	2.1

Screens deposited in PubChem BioAssay by National Center for Advancing Translational Sciences (NCATS).
